PLCb3 inh: human PLC-beta3 inhibitors, primary screen, biochemical, fluorescence | AID 720704, 2013 | 1-phosphatidylinositol 4,5-bisphosphate phosphodiesterase beta-3 (Homo sapiens), Q01970 | inhibition, % at 12.2 µM | actives 0.18% (n = 370,000) | Purified PLC-beta3, fluorogenic substrate; in the data active = inhibition above about 11%;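 also: 0% = median of compound wells on plate and 100% = full blocker control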
DAX1 inh-1: DAX1 (NR0B1) inhibitors on StAR promoter, primary screen, cell-based, luminescence, SF-1 (NR5A1), full-length DAX-1; HEK293T StAR-luciferase reporter, SF-1/DAX-1 repression relief; inhibition, % at 6.8 µM; actives 1.1% (n = 370,000); AID 652010, 2013;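 active = inhibition above the mean over all tested compounds plus 3 SD, cut at about 3.6% in these data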;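 also: 0% = DAX-1 cells with DMSO and 100% = cells lacking DAX-1 with DMSO; higher inhibition means more luminescence from relief of DAX-1 repression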
NR1D1 modulator: modulators of Rev-erb alpha DNA binding, primary screen, biochemical, FITC-DNA, fluorescence polarization, uHTS. AID 1259318, 2017. actives 0.79% (n = 370,000). Rev-erbα–FITC-DNA binding, 90 min. activity, % at 10 µM;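 active = activity above about 14%, limit read from the data; passing the limit was not always enough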;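 also: 0% = DMSO wells with 35 nM protein and 100% = DMSO wells with 750 nM protein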
Target sequence (P20393 whole entry, looked up): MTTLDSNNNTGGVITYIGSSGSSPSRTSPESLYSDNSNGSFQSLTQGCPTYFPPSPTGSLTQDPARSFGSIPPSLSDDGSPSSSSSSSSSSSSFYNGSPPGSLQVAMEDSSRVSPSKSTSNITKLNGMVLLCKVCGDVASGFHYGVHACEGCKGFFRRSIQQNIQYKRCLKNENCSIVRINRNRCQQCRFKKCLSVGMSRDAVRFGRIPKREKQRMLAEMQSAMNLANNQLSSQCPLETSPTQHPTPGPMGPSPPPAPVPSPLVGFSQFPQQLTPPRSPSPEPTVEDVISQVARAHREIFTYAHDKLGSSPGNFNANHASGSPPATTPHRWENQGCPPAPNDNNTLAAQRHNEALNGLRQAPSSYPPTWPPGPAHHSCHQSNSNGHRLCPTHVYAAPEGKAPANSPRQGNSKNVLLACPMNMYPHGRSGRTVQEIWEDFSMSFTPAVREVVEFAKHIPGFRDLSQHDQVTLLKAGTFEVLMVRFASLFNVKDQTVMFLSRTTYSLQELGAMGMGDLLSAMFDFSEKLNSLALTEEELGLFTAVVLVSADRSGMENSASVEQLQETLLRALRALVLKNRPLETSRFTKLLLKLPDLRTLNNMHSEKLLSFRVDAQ
PLCg1 inh: PLC-gamma1 enzyme inhibitors, primary screen, biochemical, fluorescence, purified enzyme; inhibition, % at 12.2 µM; fluorogenic substrate; 1-phosphatidylinositol 4,5-bisphosphate phosphodiesterase gamma-1 (Homo sapiens), P19174; AID 720700, 2013; actives 0.84% (n = 370,000); in the data active = inhibition above about 9.5%
ADAM17 inh: ADAM17 inhibitors, primary screen, biochemical, QFRET; Disintegrin and metalloproteinase domain-containing protein 17 (Homo sapiens), P78536; recombinant ADAM17, EDANS/DABCYL FRET peptide cleavage; inhibition, % at 6.95 µM; actives 0.83% (n = 370,000); AID 720648, 2013;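 active = inhibition above the mean of compounds lying between control limits plus 3 SD, set per campaign, cut at about 8.5% in these data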;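 also: 0% = DMSO-only wells as the low control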
DAX1 inh-2: DAX1 (NR0B1) inhibitors, primary screen, cell-based, HEK293, Gal4-DAX1, luciferase luminescence | Nuclear receptor subfamily 0 group B member 1 (Homo sapiens), P51843 | HEK293 Gal4-DAX1 luciferase reporter | inhibition, % at 6.75 µM | actives 0.99% (n = 340,000) | AID 504766, 2011;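 active = inhibition above the mean over all tested compounds plus 3 SD, cut at about 4.2% in these data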;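 also: 0% = DAX1-transfected cells with DMSO and 100% = empty-vector control cells with DMSO; inhibition shows as a rise in luminescence from relieved DAX1 repression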
ssDAF-12 act: S. stercoralis DAF-12 nuclear receptor activators, primary screen, cell-based, luminescence, HEK293, GRIP1 co-expression, lit1-tk-luc; activation, % at 6.8 µM; actives 1% (n = 370,000); HEK293 ssDAF-12/GRIP1 lit1-tk-luc reporter; % of 3 µM dafachronic acid response; Nuclear hormone receptor DAF-12 (Strongyloides stercoralis);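 active = activation above the mean over all tested compounds plus 3 SD, cut at about 0.9% in these data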;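 also: 0% = DMSO-only wells and 100% = 3 µM delta7-dafachronic acid wells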
hcDAF-12 act: H. contortus DAF-12 nuclear receptor activators, primary screen, cell-based, luminescence, HEK293, lit1-tk-luc reporter | actives 1.4% (n = 370,000) | HEK293 hcDAF-12 lit1-tk-luc reporter; 0% DMSO, 100% Δ7-dafachronic acid | activation, % at 6.8 µM;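 active = activation above the mean of all tested compounds plus 3 SD, cut at about 5.5% in these data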;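 also: 100% = response to 3 µM Δ7-dafachronic acid high control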
MBD2 inh: inhibitors of MBD2 binding to methylated DNA, primary screen, biochemical, TR-FRET, DNA-binding domain, human; AID 686964, 2013; actives 0.31% (n = 370,000); MBD2 binding to methylated oligonucleotide; Methyl-CpG-binding domain protein 2 (Homo sapiens), Q9UBB5; inhibition, % at 4.4 µM; in the data active = inhibition above about 13%
Target sequence (Q9UBB5 whole entry, looked up, the tested form may be a part): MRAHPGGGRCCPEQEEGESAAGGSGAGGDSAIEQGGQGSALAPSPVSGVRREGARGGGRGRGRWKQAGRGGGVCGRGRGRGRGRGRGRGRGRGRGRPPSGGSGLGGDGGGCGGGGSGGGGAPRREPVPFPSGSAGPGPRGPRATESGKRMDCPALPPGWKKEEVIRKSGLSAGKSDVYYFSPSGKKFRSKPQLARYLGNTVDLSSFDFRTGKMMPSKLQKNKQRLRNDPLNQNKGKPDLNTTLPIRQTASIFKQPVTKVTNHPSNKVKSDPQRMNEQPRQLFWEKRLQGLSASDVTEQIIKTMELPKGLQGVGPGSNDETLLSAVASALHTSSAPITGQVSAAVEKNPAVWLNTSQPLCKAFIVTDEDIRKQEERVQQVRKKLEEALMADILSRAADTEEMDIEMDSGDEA
SMARCA2 activ: SMARCA2 (BRM) function activators, primary screen, cell-based, luminescence, high throughput; MG213 cells, MMTV-luciferase reporter, dexamethasone, overnight; activation, % at 9.1 µM; actives 1% (n = 370,000); AID 652017, 2013; in the data active = activation above about 7.8%;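 also: 0% = vehicle wells and 100% = reference activator wells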
hgDAF-12 ag: H. glycines DAF-12 receptor agonists, primary screen, cell-based, luminescence, HEK293, GAL4 fusion, UAS-luciferase | Nuclear hormone receptor DAF-12 (Heterodera glycines), GAL4 fusion | HEK293 GAL4-hgDAF12 UAS-luciferase reporter, agonist luminescence; normalized to butyrate control | activation, % at 6.8 µM | actives 1.8% (n = 370,000) | AID 687014, 2013;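 active = activation above a cutoff set at the mean of all screened compounds plus 3 SD, cut at about 10% in these data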;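 also: 0% = DMSO wells and 100% = sodium butyrate wells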
Starred values were filed as active, the others as inactive.

How did CSc1sccc1/C=C(/C#N)C(=O)c1ccco1 do in these assays?
PLCb3 inh: -30; DAX1 inh-1: 0.1; NR1D1 modulator: 1; PLCg1 inh: -20; ADAM17 inh: -11; DAX1 inh-2: 0.4; ssDAF-12 act: -0.9; hcDAF-12 act: 2.5; MBD2 inh: 3; SMARCA2 activ: -2; hgDAF-12 ag: 1.8

What do the screens show for `O=C(COc1ccc(Cl)cc1)Nc1ccc2c(c1)CCC2`?
PLCb3 inh: -1; DAX1 inh-1: -0.7; NR1D1 modulator: -3; PLCg1 inh: -3; ADAM17 inh: -1; DAX1 inh-2: -1.1; ssDAF-12 act: -1.3; hcDAF-12 act: -1.5; MBD2 inh: -3; SMARCA2 activ: 0; hgDAF-12 ag: 0.5

How did Cc1ccc(S(=O)(=O)CCC(=O)Nc2cc(C)on2)cc1 do in these assays?
PLCb3 inh: 0; DAX1 inh-1: -0.7; NR1D1 modulator: 0; PLCg1 inh: 2; ADAM17 inh: -3; DAX1 inh-2: 1.3; ssDAF-12 act: -1.3; hcDAF-12 act: 1.5; MBD2 inh: -3; SMARCA2 activ: -4; hgDAF-12 ag: -0.9

How did O=C(CN1C(=O)c2ccc([N+](=O)[O-])cc2C1=O)NC1CCCCCC1 do in these assays?
PLCb3 inh: 2; DAX1 inh-1: -0.2; NR1D1 modulator: 0; PLCg1 inh: 4; ADAM17 inh: -2; DAX1 inh-2: -1.1; ssDAF-12 act: -0.5; hcDAF-12 act: -0.5; MBD2 inh: 2; SMARCA2 activ: -2; hgDAF-12 ag: 0.1

Results for Cc1ccc(NC(=O)CSCC(N)=O)cc1C ?
PLCb3 inh: -3; DAX1 inh-1: 1.3; NR1D1 modulator: 2; PLCg1 inh: -3; ADAM17 inh: -5; DAX1 inh-2: 2.1; ssDAF-12 act: -0.8; hcDAF-12 act: -0.8; MBD2 inh: 7; SMARCA2 activ: -3; hgDAF-12 ag: -2.3

Results for CCc1cc2c(cc3c(=O)n(CC(=O)N4CCN(C)CC4)ncn32)s1 ?
PLCb3 inh: -7; DAX1 inh-1: 0.2; NR1D1 modulator: -1; PLCg1 inh: -4; ADAM17 inh: -2; DAX1 inh-2: 0.0; ssDAF-12 act: -0.7; hcDAF-12 act: 0.7; MBD2 inh: -5; SMARCA2 activ: 0; hgDAF-12 ag: 0.8

What do the screens show for `CCOC(=O)[C@]12CCCC=C1N(Cc1ccco1)C(=O)[C@H](CC(=O)NCCCN1CCCC1=O)C2`?
PLCb3 inh: -3; DAX1 inh-1: -1.2; NR1D1 modulator: 2; PLCg1 inh: -4; ADAM17 inh: -6; ssDAF-12 act: -0.4; hcDAF-12 act: 0.1; MBD2 inh: 0; SMARCA2 activ: -3; hgDAF-12 ag: -0.4

How did Cc1ccc(NC(=S)NC(=O)C2CC2)c(C)c1 do in these assays?
PLCb3 inh: 8; DAX1 inh-1: 4.0*; NR1D1 modulator: 0; PLCg1 inh: 5; ADAM17 inh: 1; DAX1 inh-2: 1.4; ssDAF-12 act: -0.3; hcDAF-12 act: 3.2; MBD2 inh: 4; SMARCA2 activ: 8.8*; hgDAF-12 ag: 6.9

How did N#Cc1ccc(Oc2ccc(C#N)c(C#N)c2)cc1C#N do in these assays?
PLCb3 inh: -4; DAX1 inh-1: 1.4; NR1D1 modulator: 0; PLCg1 inh: 1; ADAM17 inh: -5; DAX1 inh-2: 0.0; ssDAF-12 act: -1.4; hcDAF-12 act: 0.7; MBD2 inh: 5; SMARCA2 activ: -3; hgDAF-12 ag: -1.4

How did CCCn1c(=S)[nH]c2cc(C(=O)N3CCN(C(=O)OCC)CC3)ccc2c1=O do in these assays?
PLCb3 inh: -8; DAX1 inh-1: -0.5; NR1D1 modulator: 6; PLCg1 inh: -2; ADAM17 inh: -8; DAX1 inh-2: 0.7; ssDAF-12 act: -0.2; hcDAF-12 act: -2.6; MBD2 inh: 2; SMARCA2 activ: -3; hgDAF-12 ag: 5.4

What do the screens show for `CCC1CCCCN1C(=O)c1ccc(OC)c(OC2CCN(C(C)=O)CC2)c1` (stereo not drawn)?
PLCb3 inh: -7; DAX1 inh-1: -1.0; NR1D1 modulator: -1; PLCg1 inh: 3; ADAM17 inh: -3; DAX1 inh-2: 0.2; ssDAF-12 act: -1.3; hcDAF-12 act: -1.5; MBD2 inh: 1; SMARCA2 activ: -1; hgDAF-12 ag: -3.1

Results for Cn1c(/C(C#N)=C/c2ccc(-c3ccc(S(N)(=O)=O)cc3)o2)nc2ccccc21 ?
PLCb3 inh: -467; DAX1 inh-1: -3.1; NR1D1 modulator: 3; PLCg1 inh: -433; ADAM17 inh: -1; DAX1 inh-2: -5.0; ssDAF-12 act: -2.0; hcDAF-12 act: -5.8; MBD2 inh: 2; SMARCA2 activ: 5; hgDAF-12 ag: -11

What do the screens show for `O=c1c(Cl)c(NCc2ccco2)cnn1C12CC3CC(CC(C3)C1)C2`?
PLCb3 inh: -2; DAX1 inh-1: 0.0; NR1D1 modulator: 2; PLCg1 inh: 1; ADAM17 inh: -4; DAX1 inh-2: 2.0; ssDAF-12 act: -1.4; hcDAF-12 act: -1.9; MBD2 inh: 0; SMARCA2 activ: 1; hgDAF-12 ag: -1.6

Results for CCn1cc(C(=O)O)c(=O)c2cc(F)c(N3CCN(S(=O)(=O)c4ccc(NC(=O)OC)cc4)CC3)cc21 ?
PLCb3 inh: -14; DAX1 inh-1: -0.1; NR1D1 modulator: -3; PLCg1 inh: -13; ADAM17 inh: -12; DAX1 inh-2: -0.9; ssDAF-12 act: -1.6; hcDAF-12 act: -3.2; MBD2 inh: 5; SMARCA2 activ: -1; hgDAF-12 ag: -2.1

How did CC1(C(=O)NS(=O)(=O)c2ccccc2Cl)CCN1C(=O)C1(c2ccccc2)CCCC1 (stereo not drawn) do in these assays?
PLCb3 inh: 4; DAX1 inh-1: 0.6; NR1D1 modulator: 4; PLCg1 inh: 2; ADAM17 inh: -1; ssDAF-12 act: -1.2; hcDAF-12 act: -0.9; MBD2 inh: -5; SMARCA2 activ: 4; hgDAF-12 ag: 0.9

How did CC(=O)NC1(C(F)(F)F)NC(=O)N(C2CCCCC2)C1=O (stereo not drawn) do in these assays?
PLCb3 inh: 1; DAX1 inh-1: 0.1; NR1D1 modulator: -3; PLCg1 inh: -2; ADAM17 inh: -3; DAX1 inh-2: -0.6; ssDAF-12 act: -1.0; hcDAF-12 act: -1.2; MBD2 inh: -3; SMARCA2 activ: 0; hgDAF-12 ag: -2.9

Results for CCCCC#CC(CC)NCc1ccc(OC)cc1OC (stereo not drawn) ?
PLCb3 inh: 5; NR1D1 modulator: 9; PLCg1 inh: 3; ADAM17 inh: 1; ssDAF-12 act: -2.0; hcDAF-12 act: -3.3; MBD2 inh: -2; hgDAF-12 ag: 0.5

Results for CC(NC(=O)CN1C(=O)c2ccccc2C1=O)c1ccccc1 (stereo not drawn) ?
PLCb3 inh: -3; DAX1 inh-1: 0.2; NR1D1 modulator: -8; PLCg1 inh: -1; ADAM17 inh: 0; DAX1 inh-2: 0.4; ssDAF-12 act: -1.6; hcDAF-12 act: -0.2; MBD2 inh: 0; SMARCA2 activ: -3; hgDAF-12 ag: -1.2

Results for Cc1ccc(S(=O)(=O)N(C)C)cc1NC(=O)C(C)OC(=O)C1CCCCC1 (stereo not drawn) ?
PLCb3 inh: 1; DAX1 inh-1: 0.9; NR1D1 modulator: 6; PLCg1 inh: -2; ADAM17 inh: -2; DAX1 inh-2: -0.3; ssDAF-12 act: -1.5; hcDAF-12 act: -0.8; MBD2 inh: 2; SMARCA2 activ: -2; hgDAF-12 ag: 1.3

What do the screens show for `CCOC(=O)C1=C(COC(=O)c2cc(OC)c(OC)cc2[N+](=O)[O-])NC(=O)NC1C` (stereo not drawn)?
PLCb3 inh: -2; DAX1 inh-1: 0.3; NR1D1 modulator: 7; PLCg1 inh: 5; ADAM17 inh: 3; DAX1 inh-2: -0.8; ssDAF-12 act: -1.0; hcDAF-12 act: 0.3; MBD2 inh: -2; SMARCA2 activ: -2; hgDAF-12 ag: -5.4

Results for CC(=O)Nc1ccc(C(=O)CN2CCN(c3ccccc3)CC2)cc1 ?
PLCb3 inh: -16; DAX1 inh-1: 0.1; NR1D1 modulator: -9; PLCg1 inh: -5; ADAM17 inh: 4; DAX1 inh-2: 0.2; ssDAF-12 act: -0.4; hcDAF-12 act: 1.9; MBD2 inh: -7; SMARCA2 activ: 1; hgDAF-12 ag: 2.6

What do the screens show for `O=C(COC(=O)/C=C/c1cccc(Cl)c1)Nc1cccc(S(=O)(=O)NC2=NCCC2)c1`?
PLCb3 inh: -7; DAX1 inh-1: 0.8; NR1D1 modulator: -6; PLCg1 inh: 2; ADAM17 inh: -2; DAX1 inh-2: 0.1; ssDAF-12 act: -1.0; hcDAF-12 act: -0.6; MBD2 inh: 5; SMARCA2 activ: 1; hgDAF-12 ag: -0.6

What do the screens show for `Cc1cc2nc(CCN(C(=S)NCC(C)C)C3CCCC3)[nH]c2cc1C`?
PLCb3 inh: 2; DAX1 inh-1: -0.4; NR1D1 modulator: 1; PLCg1 inh: 1; ADAM17 inh: 7; DAX1 inh-2: -0.6; ssDAF-12 act: -1.4; hcDAF-12 act: -2.9; MBD2 inh: 0; SMARCA2 activ: -5; hgDAF-12 ag: -1.8

Results for O=C(Cn1ccc([N+](=O)[O-])n1)N1CCCCC1 ?
PLCb3 inh: -6; DAX1 inh-1: -0.1; NR1D1 modulator: -5; PLCg1 inh: -1; ADAM17 inh: -4; DAX1 inh-2: 5.5*; ssDAF-12 act: -1.2; hcDAF-12 act: -1.4; MBD2 inh: -4; SMARCA2 activ: 1; hgDAF-12 ag: -1.3

Bioassay records: PubChem BioAssay, several laboratories
